Screening data deposited in PubChem BioAssay by Sanford-Burnham Center for Chemical Genomics.
Apaf-1 inh = blocks human Apaf-1 apoptosome activity; O14727; reconstituted apoptosome caspase-3 activity, DEVD-Rh110 fluorescence; 330,000 tested, 0.71% active; inhibition, % at 20 µM; active means inhibition of at least 40% at 20 µM;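 further: plate controls were DMSO wells for no effect and DEVD-CHO caspase inhibitor wells for full effect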
Target sequence (O14727 whole entry, looked up): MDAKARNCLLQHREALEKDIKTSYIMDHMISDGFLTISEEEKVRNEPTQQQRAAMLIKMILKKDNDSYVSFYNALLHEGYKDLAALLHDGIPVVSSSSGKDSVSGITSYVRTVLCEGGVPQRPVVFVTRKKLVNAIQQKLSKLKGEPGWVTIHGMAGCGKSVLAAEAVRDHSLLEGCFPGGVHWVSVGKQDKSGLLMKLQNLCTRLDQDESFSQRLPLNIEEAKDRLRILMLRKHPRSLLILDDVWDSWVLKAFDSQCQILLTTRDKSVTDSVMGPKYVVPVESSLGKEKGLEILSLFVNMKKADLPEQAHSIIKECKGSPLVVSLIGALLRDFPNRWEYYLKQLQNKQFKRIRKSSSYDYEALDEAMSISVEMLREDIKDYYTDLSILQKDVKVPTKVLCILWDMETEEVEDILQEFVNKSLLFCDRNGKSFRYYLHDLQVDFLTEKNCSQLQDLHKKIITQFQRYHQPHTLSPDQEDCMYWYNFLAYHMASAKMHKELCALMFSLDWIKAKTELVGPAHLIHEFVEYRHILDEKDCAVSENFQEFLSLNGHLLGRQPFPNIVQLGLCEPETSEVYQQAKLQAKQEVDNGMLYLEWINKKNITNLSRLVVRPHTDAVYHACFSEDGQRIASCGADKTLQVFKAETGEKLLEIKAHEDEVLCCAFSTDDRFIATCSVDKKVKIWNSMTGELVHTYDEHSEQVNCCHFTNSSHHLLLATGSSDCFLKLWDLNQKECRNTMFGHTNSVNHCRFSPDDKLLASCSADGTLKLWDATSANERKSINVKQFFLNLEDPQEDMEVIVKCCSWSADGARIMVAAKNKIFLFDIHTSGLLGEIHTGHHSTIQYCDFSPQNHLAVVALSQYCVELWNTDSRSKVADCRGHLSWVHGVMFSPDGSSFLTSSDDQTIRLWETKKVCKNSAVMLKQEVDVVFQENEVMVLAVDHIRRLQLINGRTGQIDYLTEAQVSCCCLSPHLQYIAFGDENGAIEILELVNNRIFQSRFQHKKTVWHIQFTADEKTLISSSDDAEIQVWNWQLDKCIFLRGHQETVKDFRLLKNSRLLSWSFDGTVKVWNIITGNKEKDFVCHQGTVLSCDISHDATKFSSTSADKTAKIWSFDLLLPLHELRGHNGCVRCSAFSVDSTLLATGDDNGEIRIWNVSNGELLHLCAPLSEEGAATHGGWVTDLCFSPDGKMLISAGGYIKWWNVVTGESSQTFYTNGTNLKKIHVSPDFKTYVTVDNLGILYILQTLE
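Assay system: Apoptosome proteins | Medium: pH 7.5 Hepes buffer with CHAPS, BSA, DTT | Also added: Cytochrome c and DEVD-Rh110 substrate | Times: 30 min plus 50 min, RT | Detection: Rhodamine 110 fluorescence at Ex 480/Em 540 nm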
Gli-Sufu block = antagonists of Gli-Sufu signaling | Sufu-KO-LIGHT fibroblasts, Gli luciferase reporter luminescence | AID 588413 | 340,000 tested, 0.74% active | inhibition, % at 5 µM;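 active means inhibition above about 55%, limit read from the data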;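 further: 0% = DMSO-treated cells and 100% = wells with medium but no cells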
SENP8 block = SENP8 protease inhibition. inhibition, % at 10 µM. AID 2540. purified SENP8, Z-RLRGG-aminoluciferin cleavage, luminescence. 330,000 tested, 1.2% active
EBI2 block = antagonists of human EBI2 receptor. P32249. EBI2 beta-arrestin recruitment, luminescence, 7a,25-OHC stimulated. inhibition, % at 5 µM. 360,000 tested, 0.81% active. AID 651636; in the data active means inhibition above about 38%;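 further: enzyme fragment complementation signal reports receptor beta-arrestin coupling in cells; 0% = agonist plus DMSO wells and 100% = wells without agonist; some results beyond the cut were filed as inactive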
Jurkat NFkB inh = lowers PMA/ionomycin-induced NF-kB signal in Jurkat cells; inhibition, % at 4 µM; 330,000 tested, 0.53% active; PMA/ionomycin-induced NF-kB luciferase reporter, luminescence
CCR6 antagonist = blocks CCL20-driven beta-arrestin recruitment at human CCR6; CHO-K1 CCR6 PathHunter beta-arrestin, luminescence, CCL20-stimulated; inhibition, % at 20 µM; 340,000 tested, 0.49% active; AID 493098;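 active means compounds whose inhibition of the agonist-driven luminescence signal at 20 µM reaches about 50%, limit read from the data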;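 further: cells stimulated with CCL20 at 14 nM final; plate controls were DMSO with CCL20 for no effect and DMSO without agonist for full effect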
UBC13 inh = inhibitors of human UBC13 polyubiquitin chain formation; P61088; TR-FRET; inhibition, % at 20 µM; 330,000 tested, 0.47% active; AID 485273; in the data active means inhibition above about 45%, passing the limit was not always enough
697 NFkB inh = inhibitors of the PMA/ionomycin-induced NF-kB reporter in 697 B cells; 697 B-cell NF-kB luciferase reporter, 16 h; inhibition, % at 4 µM; 330,000 tested, 0.33% active; in the data active means inhibition above about 35%
Starred values were filed as active, the others as inactive; . = no result given. Unless noted, no stated cut-off is given here; in the data, active means inhibition above about 50%; inactive means the rest. A portion of the library; the hit share may differ from the screen's.

SMILES	Apaf-1 inh	Gli-Sufu block	SENP8 block	EBI2 block	Jurkat NFkB inh	CCR6 antagonist	UBC13 inh	697 NFkB inh
CCOC(=O)c1cc(NC(=O)c2cccnc2)cc(C(=O)OCC)c1	-11	4	1	6	8	-1	9	15
O=C(Cn1nnc(-c2ccncc2)n1)N1CCc2ccccc21	-5	0	2	0	16	10	0	-1
COc1cccc(C2CNC3(CCCC(C)C3)c3[nH]c4ccccc4c32)c1OC (stereo not drawn)	19	-3	-6	4	-38	-12	9	-6
COc1ccc(C(=O)NNC(=O)CSc2nnnn2-c2cc(OC)cc(OC)c2)cc1	4	-31	-1	29	3	19	2	10
O=C(C1=NN[C@@H]2C(=O)N(Cc3ccccc3)C(=O)[C@H]12)c1ccc(F)cc1	4	26	-2	12	8	11	1	18
CCNS(=O)(=O)c1ccc(NC(=O)Nc2ccc3c(c2)OCO3)cc1	10	-10	-10	-9	-20	-4	1	-7
CCN(CC(=O)NC(C)(C)C)C(=O)C(c1ccccc1)c1ccccc1	-7	3	-8	4	-6	14	-4	-1
NC(=O)CN(Cc1ccccc1)S(=O)(=O)c1ccc2c(c1)OCCO2	-4	-13	0	0	1	6	2	4
Cc1cc(C(=O)O/N=C(\N)c2ccncc2)ccc1[N+](=O)[O-]	-11	-33	18	-19	-62	4	1	-103
Cc1ccccc1CS(=O)(=O)c1cn(CC(=O)N2CCOCC2)c2ccccc12	-9	2	-2	5	8	-10	-5	2
CCC(C)c1ccc(NC(=S)NCCn2cc(Br)cn2)cc1 (stereo not drawn)	14	1	4	4	6	23	5	4
CC(C#N)(NC(=O)CN1CCN(S(=O)(=O)c2ccccc2Cl)CC1)C1CC1 (stereo not drawn)	-1	5	-9	-2	0	5	4	25
CC(C)(C)OC(=O)N1CCC(c2c(C(=O)O)cnn2-c2ccccc2Cl)CC1	-6	3	-1	-2	3	-6	2	14
Cc1cc2ncn(-c3ncnc4sc5c(c34)CCCC5)c2cc1C	20	4	-1	.	5	1	6	-1
COc1cccc(C(=O)O[C@H]2[C@H](Cc3ccccc3)NS(=O)(=O)[C@H]3C[C@@H]4C=C[C@]23O4)c1	21	-12	-7	-2	-8	4	-12	8
Cc1c(Cl)c(=O)oc2cc(OCC(=O)N3CCCC(C)C3)ccc12 (stereo not drawn)	-1	6	-10	4	-1	4	4	10
CCC[C@@H](CN[C@@H](CNC)C(C)C)NCCCCc1ccccc1	2	13	-4	-1	17	4	6	11
O=S(=O)(Cc1cccc(F)c1)c1c[nH]c2ccccc12	0	-30	-2	0	14	6	6	2
COc1ccc(-n2c(SCC(N)=O)nnc2-c2ccco2)cc1	-5	5	3	5	-4	11	4	1
CCOc1ccccc1N1CCN(C(=S)NCc2ccco2)CC1	-4	5	4	-3	3	23	12	-2
CCOC(=O)c1cn(CC(=O)Nc2cccc(Cl)c2C)nn1	4	1	3	0	-3	13	-1	-8
COC(=O)c1ccc(Sc2nnnn2-c2ccccc2)c([N+](=O)[O-])c1	7	17	2	-46	27	-3	1	21
Cc1cc(C(=O)Cn2cc(C(F)(F)F)ccc2=O)c(C)n1-c1ccccc1	-10	-2	-3	-2	16	26	-1	-18
COc1ccc(-c2nnc(SCC(=O)Oc3ccc(C)cc3)o2)cc1	-1	1	2	-9	0	-23	11	10
CC(C)CN(C(=O)C(C)N1C(=O)c2ccccc2C1=O)c1c(N)n(Cc2ccccc2)c(=O)[nH]c1=O (stereo not drawn)	1	-1	-6	4	1	3	3	23
COc1ccc(C(=O)NCc2cnn(C)c2)cc1OC1CCN(C(C)C)CC1	-7	-12	2	2	-12	-5	5	0
COc1ccccc1C1NC(=O)c2ccccc2O1 (stereo not drawn)	3	-10	-7	-3	-13	-3	-5	-5
O=C(N/N=C\c1cc2c(cc1Cl)OCO2)c1cccs1	7	-33	-20	37	-19	3	-1	-5
O=C(CN1C(=O)C2C3C=CC(C3)C2C1=O)Nc1ccc(S(=O)(=O)Nc2nccs2)cc1 (stereo not drawn)	-14	3	1	-9	-15	1	-5	6
CCOC(=O)c1c(C)[nH]c(C)c1C(=O)CSc1nnc(-c2ccc(OC(F)F)cc2)o1	-7	-55	4	8	11	-2	-8	7

Some of these compounds in order of number of heavy atoms, rising:
SMILES	Apaf-1 inh	Gli-Sufu block	SENP8 block	EBI2 block	Jurkat NFkB inh	CCR6 antagonist	UBC13 inh	697 NFkB inh
COc1ccccc1C1NC(=O)c2ccccc2O1 (stereo not drawn)	3	-10	-7	-3	-13	-3	-5	-5
O=C(N/N=C\c1cc2c(cc1Cl)OCO2)c1cccs1	7	-33	-20	37	-19	3	-1	-5
CCOC(=O)c1cn(CC(=O)Nc2cccc(Cl)c2C)nn1	4	1	3	0	-3	13	-1	-8
COc1ccc(-n2c(SCC(N)=O)nnc2-c2ccco2)cc1	-5	5	3	5	-4	11	4	1
Cc1c(Cl)c(=O)oc2cc(OCC(=O)N3CCCC(C)C3)ccc12 (stereo not drawn)	-1	6	-10	4	-1	4	4	10
COC(=O)c1ccc(Sc2nnnn2-c2ccccc2)c([N+](=O)[O-])c1	7	17	2	-46	27	-3	1	21
Cc1cc(C(=O)Cn2cc(C(F)(F)F)ccc2=O)c(C)n1-c1ccccc1	-10	-2	-3	-2	16	26	-1	-18
COc1ccc(C(=O)NCc2cnn(C)c2)cc1OC1CCN(C(C)C)CC1	-7	-12	2	2	-12	-5	5	0
O=C(CN1C(=O)C2C3C=CC(C3)C2C1=O)Nc1ccc(S(=O)(=O)Nc2nccs2)cc1 (stereo not drawn)	-14	3	1	-9	-15	1	-5	6
CC(C)CN(C(=O)C(C)N1C(=O)c2ccccc2C1=O)c1c(N)n(Cc2ccccc2)c(=O)[nH]c1=O (stereo not drawn)	1	-1	-6	4	1	3	3	23

Remaining list, next part
SMILES	Apaf-1 inh	Gli-Sufu block	SENP8 block	EBI2 block	Jurkat NFkB inh	CCR6 antagonist	UBC13 inh	697 NFkB inh
Cc1c(C(=O)N2CCN(c3ccccc3)CC2)sc2ncnc(N3CCN(c4ccccn4)CC3)c12	30	13	-4	4	-1	9	-4	3
COc1ccc(CN2CCc3ccc(NC(=O)c4ccncc4)cc3C2)c(F)c1	0	10	12	2	9	7	0	-16
Cc1ccc(C(=O)Cn2c(=N)n(CCN3CCOCC3)c3ccccc32)cc1	1	11	6	7	3	11	12	-6
Fc1ccc(-c2nnc(Cc3nnc(-c4ccc(F)cc4)o3)o2)cc1	4	0	-3	-5	5	5	-5	5
CCC(C)/C(C)=N/NC(=O)C1COc2ccccc2O1 (stereo not drawn)	-8	-7	3	-9	11	12	-4	-11
Cc1ccc(S(=O)(=O)n2nc(OC(=O)c3cccc(F)c3)cc2N)cc1	8	-2	2	-4	-3	-21	5	8
CC(C)c1ccc(NC(=O)CCCC(=O)NCCc2ccccc2)cc1	8	53	-7	1	-4	12	-5	-3
O=C(CCc1ccccc1)NC(NC(=S)Nc1ccc(Br)cc1)C(Cl)(Cl)Cl (stereo not drawn)	1	-2	-2	-2	-1	11	-21	-18
O=C(NCCC1CCCCN1S(=O)(=O)c1ccccc1)C(=O)NCc1ccco1 (stereo not drawn)	12	-5	4	-3	9	-10	-10	-1
Cc1ccccc1-c1nnn(CC(=O)N2CCN(S(=O)(=O)c3ccc(Cl)cc3)CC2)n1	12	10	-2	4	10	14	7	4
CCn1c(C(C)NC(=O)c2ccccc2C)n[nH]c1=S (stereo not drawn)	1	0	-4	-15	3	17	-9	-19
CC(C)C(NC(=O)c1ccccc1)C(=O)OCC(=O)N1CCCC1 (stereo not drawn)	15	6	-5	2	-23	5	-11	-29
O=C(CSc1nccn1Cc1ccccc1)Nc1ccccc1	13	-6	-1	-1	0	25	-5	-44
COc1cc(NC(=O)CCCC(=O)OCC(F)(F)C(F)F)nc(OC)n1	-11	-1	-13	-5	5	-7	1	13
CC(Oc1cccc(Cl)c1)C(=O)Nc1cc(Cl)ccc1N1CCOCC1 (stereo not drawn)	20	14	-6	40	-1	12	-1	-26
O=C(NC1CCCCC1)c1cccc2c1C(=O)c1ccc(N3CCCC3)cc1S2(=O)=O	25	-6	8	26	-1	-4	-133	5
COc1ccc(/C=C/C(=O)OCC(=O)c2ccc[nH]2)cc1	1	-14	-12	14	-26	4	-3	11
CSc1ccccc1-n1nnnc1SCC(=O)NCc1cccs1	-13	1	-10	-4	0	6	-3	18
Nn1c(SCC(=O)Nc2nccs2)nnc1-c1ccco1	-7	-10	-8	-16	7	-14	-8	5
COc1ccc(CCNc2nc(-c3sc(C)nc3C)cs2)cc1OC	19	6	0	-13	9	10	-6	-27
O=C(COC(=O)/C=C/c1ccc(F)cc1)NCC1CCCO1 (stereo not drawn)	-9	2	12	2	28	10	-8	-20
O=C(CNC(=O)c1ccc(Cl)cc1)N/N=C/c1cccnc1	-21	2	0	-8	16	-2	0	-4
COc1cc(/C=C/C(=O)OCC(=O)Nc2cc(C(F)(F)F)ccc2N2CCOCC2)ccc1O	8	11	2	12	-8	-1	1	-29
COc1cc(OC)c(C2=Nc3ccc(Br)cc3C(c3ccccc3)N2CC(=O)NN)cc1OC (stereo not drawn)	-1	0	2	-3	-3	14	5	10
O=C(O)c1ccc(Cl)c(S(=O)(=O)Nc2ccc(OCc3ccccc3)cc2)c1	10	-28	3	15	-20	20	0	-36
CCOC(=O)c1ccc(-n2cncn2)nc1	8	1	-5	4	10	-8	-6	20
O=C(O)c1ccccc1-c1cn2cc(Cl)ccc2n1	-1	-15	-1	-12	9	-4	4	3
COc1ccc(N2CCN(C(=O)c3ccc(N(C)S(=O)(=O)c4ccc(C)cc4)cc3)CC2)cc1	10	32	0	22	17	14	5	-15
COc1ccc(CCNC(=O)c2ccc(Cl)cc2Cl)cc1OC	-4	2	-5	2	3	9	13	4
O=C(NCC1(N2CCCCC2)CCCCC1)c1cccc(S(=O)(=O)Nc2ccc(F)cc2)c1	1	3	8	2	-5	8	14	7
COc1ccc(/C=N/NC(=S)NCC2CCCO2)cc1 (stereo not drawn)	7	4	-2	21	-10	11	-1	-31
Cc1ccc(-n2c(O)c(C=NCc3ccccn3)c3ccccc3c2=O)cc1C	9	-3	3	9	12	10	0	-4
COC(=O)[C@@]12CCCCN1[C@H](c1ccc(-c3cccc(Cl)c3)cc1)[C@H]1C(=O)N(C)C(=O)[C@H]12	28	5	-13	19	6	2	-7	-9
COc1ccc(-c2oc3ccccc3c2C(=O)OCc2ccc(O)cc2)cc1	24	-44	-4	-4	-7	16	43	-5
COC(=O)CN(C)C1CC(=O)N(c2ccc(Cl)cc2)C1=O (stereo not drawn)	-2	-4	6	-8	5	1	4	14
CC(C)=CCN1CCN(Cc2cc3ccccc3[nH]2)CC1CCO (stereo not drawn)	1	7	3	-6	11	9	2	5
Cn1c(SCC(=O)Nc2ccc(NC(=O)c3ccccc3F)cc2)nnc1-c1ccncc1	6	-21	-4	-2	-35	6	3	-24
O=C(Cc1ccc([N+](=O)[O-])cc1)N/N=C/c1cccnc1	-19	-2	5	-6	5	6	-1	14
CN(C)c1nc(N)c([N+](=O)[O-])c(NCCO)n1	-12	28	-6	-3	-8	5	6	-5
Cc1cccc(C(=O)Nc2nnc(-c3ccc(C(C)(C)C)cc3)s2)c1	4	-25	3	-20	-23	-3	13	-18
CCOC(=O)c1sc(Nc2nc3c(F)cccc3s2)cc1C	3	-14	-20	19	-109	-6	-6	-84
CCc1ccc(NC(=O)c2ccc3c(c2)C(=O)N(Cc2ccco2)C3=O)cc1	-4	-4	4	84*	-9	4	-27	3
COC(=O)N/N=C/c1ccc([N+](=O)[O-])s1	2	-11	13	-9	16	-1	-4	11
COc1ccc(OC)c(CNC(=O)C2CCCN(S(=O)(=O)N3CC(C)CC(C)C3)C2)c1 (stereo not drawn)	17	-4	-4	-9	9	20	3	-8
O=C(Nc1ccc2ccccc2n1)c1ccc(Cl)cc1	13	-105	50*	61*	-125	10	5	-187
COc1ccccc1/C=N/NC(=O)c1nnn(-c2nonc2N)c1CN(C)c1ccccc1	5	-4	-9	15	6	0	-11	-6
CCCn1c(SCC(=O)Nc2ccc(OC)cc2)nnc1-c1ccncc1	3	-2	4	-19	-5	-13	37	-35

Random excerpt: two records from the list
SMILES	Apaf-1 inh	Gli-Sufu block	SENP8 block	EBI2 block	Jurkat NFkB inh	CCR6 antagonist	UBC13 inh	697 NFkB inh
O=C(Nc1ccc2ccccc2n1)c1ccc(Cl)cc1	13	-105	50*	61*	-125	10	5	-187
COc1ccc(-c2oc3ccccc3c2C(=O)OCc2ccc(O)cc2)cc1	24	-44	-4	-4	-7	16	43	-5
